H9c2 TAG inh: reduces triacylglycerol accumulation in H9c2 cells; Nile Red lipid (TAG) fluorescence; cells loaded with 200 µM oleic acid; inhibition, % at 12.5 µM; actives 0.66% (n = 230,000); AID 651582;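 active = pattern-corrected inhibition of lipid staining of at least 50% with the nuclear-stain viability signal not falling by more than 50%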;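 note: 0% = DMSO wells and 100% = triacsin C control wells; some results filed as inactive read as strong as hits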
H9c2 TAG inh DAPI viability: second read-out of H9c2 TAG inh, no call of its own (marks repeat the call); DAPI nuclei signal change (viability), lower = more cytotoxic, %;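 whole-well DAPI fluorescence read on a plate reader as a viability signal; minus 50 percent equals half of cells still viable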
* marks the source's active call; other numbers are inactive results. The list is partial; count on the stated rates, not on these rows.

The line under a structure holds: H9c2 TAG inh	H9c2 TAG inh DAPI viability
> Cc1ccc(CN2CCN(CC(=O)NC(C)CCc3ccccc3)C2=O)cc1 (stereo not drawn)
→ -27	0
> CC(Oc1ccc(C(=O)NC2CCCCC2)cc1)C(=O)O (stereo not drawn)
→ -11	-4
> CC(C)(C)c1ccc(C(O)CCCN2CCC(C(O)(c3ccccc3)c3ccccc3)CC2)cc1 (stereo not drawn)
→ 62*	-9.7*
> Cc1ccc(OCC(=O)OCC(=O)NC2CC2)cc1C
→ -8	-9
> Cc1cc(C)n2nc(SC(C)C(=O)Nc3ccc(Cl)cn3)nc2n1 (stereo not drawn)
→ -17	1
> CC(=O)Nc1ccc(C(=O)N2CCCC2)cc1
→ 10	-7
> CCN(/N=C/c1ccc(Cl)cc1)c1cc(=O)n(C)c(=O)[nH]1
→ 0	-2
> O=C(O)C1CCCN(S(=O)(=O)c2cccc3cccnc23)C1 (stereo not drawn)
→ -6	11
> Oc1[nH]c2ccccc2c1N=Nc1ccccn1
→ 1	13
> CN(C)CCC(=O)c1ccc2c(c1)OCO2
→ -1	6
> O=C(CSc1ccc([N+](=O)[O-])cn1)Nc1cc(C(F)(F)F)ccc1N1CCOCC1
→ 5	-9
> CCCn1c(C(C)Nc2nc(-c3ccc(C)cc3)cs2)nc2ccccc21 (stereo not drawn)
→ -15	3
> O=C(CCSc1nc(-c2ccco2)cc(C(F)(F)F)n1)NCc1ccccn1
→ 1	-1
> CS(=O)(=O)N(CC(=O)NCc1ccc2c(c1)OCO2)c1ccc(Cl)cc1
→ 8	29
> Cc1ccccc1CN(c1ccc(C(=O)Nc2ccccc2C(=O)N2CCCC2)cc1)S(C)(=O)=O
→ 7	4
> CCC(=O)Oc1ccc(NC(=O)c2ccc(S(=O)(=O)N3CCCC3)cc2)cc1
→ 39	-19
> O=C(O)CNC(=S)N(Cc1ccccc1F)C1CCCCC1
→ 0	-5
> CN1CCN(c2ccc([N+](=O)[O-])cc2C(=O)N2CCOCC2)CC1
→ -9	1
> Cc1ccc(C(c2nnnn2Cc2ccccc2)N2CCN(Cc3ccccc3)CC2)cc1 (stereo not drawn)
→ -23	-1
> COc1ccc(OC)c(NC(=O)Nc2nnc(COCCO)s2)c1
→ -1	5
> CC(C)(C)S(=O)N1Cc2cn(Cc3ccccc3)c(=O)cc2[C@H]1CCO (stereo partly drawn)
→ -3	1
> COc1cc(CNC(C)(C)CO)ccc1OCC(=O)NC(C)(C)C
→ 9	-8
> C[C@H](CO)N1C[C@H](C)[C@@H](CN(C)C(=O)NC2CCCCC2)Oc2ccc(NC(=O)NC3CCCCC3)cc2C1=O
→ 11	5
> O=[N+]([O-])c1ccc(Nc2ccccn2)c([N+](=O)[O-])c1
→ 9	-32
> Nc1nc(SCC(=O)NCC2CCCO2)[nH]c(=O)c1NC(=O)c1ccco1 (stereo not drawn)
→ -3	2
> COc1ccc(C(=O)Nc2cc3c4c(c2)CC(=O)N4CCC3)c(OC)c1
→ 15	-4
> O=C(COC(=O)c1ccc(Br)cc1)Nc1ccccc1Br
→ 14	-8
> Cc1ccc(S(=O)(=O)N2CCC(C(=O)Nc3ncccc3O)CC2)cc1
→ 10	1
> O=C1OCCN1C(=O)[C@H]1[C@H](c2ccc([N+](=O)[O-])cc2)C(c2ccccc2)=NN1c1ccccc1
→ -31	-1
> CN(C)CCNC(=O)c1ccc2nc([C@@H]3O[C@H](CO)[C@H](O)[C@H](O)[C@H]3O)[nH]c2c1
→ -9	7
> Cc1ccc(-n2c(C)cc(C(=O)OCC(=O)N3CCOCC3)c2C)cc1
→ 10	-10
> CN1CCN(NC(=O)c2ccccc2F)CC1
→ -1	-12
> COc1ccc(C(=O)NCC(c2ccco2)N2CCc3ccccc3C2)c(OC)c1 (stereo not drawn)
→ -6	7
> COc1ccc(C(=O)OCC(=O)NCC2CCCO2)cc1 (stereo not drawn)
→ 13	-5
> c1ccc(CSc2nc3ncncc3[nH]2)cc1
→ -10	4
> O=C(C1=C[C@H](c2csc3ccccc23)C[C@H](OCCCCO)O1)N1CCN(Cc2ccccc2)CC1
→ -4	7
> O=C(Nc1ccc(Cl)cc1)c1cccc(N2C(=O)C3C4CCC(C4)C3C2=O)c1 (stereo not drawn)
→ -2	0
> O=C(N[C@@H](Cc1ccccc1)C(=O)O)c1ccncc1
→ -7	-3
> CC(C)(C)c1nnc(NC(=O)COc2ccc3c(c2)OCO3)s1
→ 8	-2
> COc1ccc(NC(=O)c2c(Cl)nc3ccccn23)cc1
→ 1	7
> Cc1ccc(Sc2cc(NCCCO)c([N+](=O)[O-])c3nonc23)cc1
→ 2	-13
> CCNC(=O)COC(=O)C1C(C(=O)OCC)=C(C)NC(C)=C1C(=O)OCC
→ -4	7
> COc1cc2ccccc2cc1C(=O)Nc1ccncc1
→ -9	15
> O=C1NC(=O)c2cc(NC(=O)c3cccc4ccccc34)ccc21
→ 0	3
> CCOCC(=O)Nc1nnc(COc2ccc(Cl)cc2)s1
→ 9	-22
> O=C(NCc1ccccc1)C1(C(F)(F)F)CC(CCCO)CCCO1 (stereo not drawn)
→ -3	-4
> O=C(CSc1nnc(-c2ccncc2)n1Cc1ccccc1)NC1CCCCC1
→ -6	5
> c1ccc2c(-c3cncc4ccccc34)cncc2c1
→ 7	-5
> CC[C@]12c3[nH]c4ccc(OC)cc4c3CCN1C(=O)C(CC(=O)NCc1ccco1)C[C@@H]2C(=O)N1CCN(C(=O)c2ccco2)CC1 (stereo partly drawn)
→ 3	-6
> O=C(COC(=O)Cn1nnc(-c2ccccc2)n1)Nc1cc(F)ccc1F
→ 0	-5

More entries.
The line under a structure holds: H9c2 TAG inh	H9c2 TAG inh DAPI viability
> CC(=O)c1cccc(OCC(=O)OCC(=O)Nc2cc(S(=O)(=O)N3CCCCC3)ccc2C)c1
→ 2	-5
> O=C1OCC/C1=C1/NCCNC1=O
→ -6	2
> COc1ccc(-c2nc(NC(=O)c3[nH]c(C)c(C(C)=O)c3C)sc2C)cc1
→ 27	3
> O=C(CN(Cc1ccccc1Cl)C(=O)c1ccc(CN2CCOCC2)o1)NCC1CCCO1 (stereo not drawn)
→ 2	8
> COc1cc(-c2nnn(CC(=O)N3CCOCC3)n2)cc(OC)c1OC
→ -2	-7
> CCCCOC(=O)CSc1nc2ccccc2o1
→ 0	6
> COc1ccc(C2C(C(=O)c3cccs3)=C(O)C(=O)N2c2cccc(C)n2)cc1 (stereo not drawn)
→ -2	-4
> Cc1ccn2cc(-c3ccc4c(c3)NC(=O)CO4)nc2c1
→ 16	7
> O=C(NCCC(=O)N1CCN(S(=O)(=O)c2ccc(Cl)cc2)CC1)Nc1ccccc1
→ -2	-3
> COc1ccc(-c2cc(-c3ccco3)[nH]c(=O)c2C#N)cc1
→ -3	9
> CN(C(=O)c1ccc(Cl)cc1)C1CCS(=O)(=O)C1 (stereo not drawn)
→ -9	6
> C=CCc1cc(CN2CC(C)OC(C)C2)c(O)c(OC)c1 (stereo not drawn)
→ -13	3
> O=C1CC(N2CCc3ccccc32)C(=O)N1c1ccc(F)cc1 (stereo not drawn)
→ 1	-9
> Cc1cnc(C(=O)N2CCN(S(=O)(=O)c3ccc(F)c(F)c3F)CC2)cn1
→ 6	2
> COc1ccc(/C=C/CN2CCN(Cc3ccc(F)cc3)C(CCO)C2)cc1 (stereo not drawn)
→ -16	5
> NS(=O)(=O)c1ccc(CCNC(=O)c2cc(S(=O)(=O)N3CCCCC3)ccc2Cl)cc1
→ -9	13
> COc1cc(C(=O)Nc2cc(Cl)ccc2C)c(-n2cnnn2)cc1OC
→ 21	-4
> CCCN(CCC)C(=O)Cn1ccc(=N)c2ccccc21
→ -5	-1
> COC(=O)N1CCCCC1c1cc(C(=O)Nc2ccccc2Cl)no1 (stereo not drawn)
→ 0	-5
> CCCCNC(=O)c1onc(CSc2ccc(C)c(C)c2)c1C(=O)O
→ 6	-6
> CC(C)(C)c1ccc2c(c1)OC(C(=O)N/N=C\c1ccc(-c3cccc(C(=O)O)c3)o1)CO2 (stereo not drawn)
→ 7	3
> O=c1c2[nH]c3ccccc3c2ncn1Cc1cccnc1
→ -13	-8
> O=C1NC(c2ccc(Br)cc2)Oc2ccccc21 (stereo not drawn)
→ -1	1
> Cn1cc(CN2CCCC(CO)(Cc3ccccc3)C2)c2ccccc21 (stereo not drawn)
→ -4	11
> CCCCNC(=S)Nc1ccc([N+](=O)[O-])cc1
→ -1	2
> CCc1nnc(NC(=O)CSc2nnc(CNC(=O)c3cc(OC)c(OC)c(OC)c3)o2)s1
→ -10	-2
> Cc1ccc(NC(=O)COc2ccc3oc4c(c3c2)CCCC4)nc1
→ -1	-11
> COc1ccc(NC(=O)CN2CCN(Cc3ccc4c(c3)OCO4)CC2)cc1OC
→ -19	3
> COC(=O)CNc1nc(Cl)nc(N2CCC(C)CC2)n1
→ -1	12
> CCC(C)c1ccc(NC(=S)NCCn2cc(Br)cn2)cc1 (stereo not drawn)
→ -10	-9
> CCSC1=C(C#N)C(c2ccc(OC)c(OC)c2)CC(=O)N1 (stereo not drawn)
→ -21	4
> Fc1ccc(C2CCCN2Cc2nc(Cc3ccccc3F)no2)cc1 (stereo not drawn)
→ -7	4
> Cc1nn(Cc2cccc(C(=O)NCC(C)C)c2)c(C)c1Br
→ -10	-1
> Cc1ccc(S(=O)(=O)NC(=O)C2(C)CCN2C(=O)CCc2ccc(Cl)cc2Cl)cc1 (stereo not drawn)
→ 0	6
> COc1ccc(OC)c(NC(=O)Nc2nc(C(C)N)cs2)c1 (stereo not drawn)
→ 8	-2
> CCCCCCCCNS(=O)(=O)CCNCc1ccccc1
→ -2	-8
> COc1ccc(N=Cc2c(O)c3ccccc3n2C(C)=O)cc1
→ -31	13
> CCc1nnc(SCC(=O)NC2CC2)n1CC
→ -6	1
> COC(=O)CCCNC(=O)OCc1ccc([N+](=O)[O-])cc1
→ -2	6
> CCOC(=O)N1CCN(S(=O)(=O)c2ccc(Br)cc2)CC1
→ -11	11
> Cc1ccc(NC(=O)CSc2nc3[nH]ncc3c(=O)[nH]2)cc1Cl
→ -1	-3
> CC(=O)NCCC(=O)Nc1cc(S(=O)(=O)N2CCCCC2)ccc1N1CCCCC1
→ 5	-12
> CN(C)CCNc1ccc2nnn3c4ccc(O)cc4c(=O)c1c23
→ 76	-67
> COCCNc1nc(Oc2cncc(Cl)c2)c2sccc2n1
→ 17	-6
> COc1cccc(OC)c1C(=O)Nc1ccccc1N1CCCC1
→ -30	10
> O=C(CSC1=NS(=O)(=O)c2ccccc2N1)c1ccccc1
→ -2	1
> CCNC(=O)C1CCCN(C(=O)c2cc(F)cc(F)c2)CC1 (stereo not drawn)
→ -16	-3
> CCn1c(Cc2ccccc2)nnc1SCC(=O)N1CCCC1=O
→ -2	3
> COc1ccccc1NC(=O)COc1ccc(/C=N/NC(=O)CSCc2cc(C)cc(C)c2)cc1
→ -11	8
> COc1ccccc1NC(=O)C1C2C=CC3(CN(Cc4cccnc4)C(=O)C13)O2 (stereo not drawn)
→ -9	2

An excerpt from above in order of heavy-atom count, low to high.
The line under a structure holds: H9c2 TAG inh	H9c2 TAG inh DAPI viability
> COCCNc1nc(Oc2cncc(Cl)c2)c2sccc2n1
→ 17	-6
> Cc1ccc(NC(=O)CSc2nc3[nH]ncc3c(=O)[nH]2)cc1Cl
→ -1	-3
> COc1cccc(OC)c1C(=O)Nc1ccccc1N1CCCC1
→ -30	10
> COc1ccccc1NC(=O)C1C2C=CC3(CN(Cc4cccnc4)C(=O)C13)O2 (stereo not drawn)
→ -9	2
> CC(=O)NCCC(=O)Nc1cc(S(=O)(=O)N2CCCCC2)ccc1N1CCCCC1
→ 5	-12
> COc1ccccc1NC(=O)COc1ccc(/C=N/NC(=O)CSCc2cc(C)cc(C)c2)cc1
→ -11	8

(list continues)
The line under a structure holds: H9c2 TAG inh	H9c2 TAG inh DAPI viability
> COc1ccc([C@@H]2[C@@H]3C(=O)N(C(C)(C)C)C(=O)[C@@H]3[C@]3(CC(C)C)C(=O)N(c4cccc(F)c4)C(=O)N23)cc1
→ -7	-4
> CCCCN(C(=O)C1=NN(c2ccccc2)C(=O)CC1)c1c(N)n(CC(C)C)c(=O)[nH]c1=O
→ 14	-4
> CCCN(CCC)S(=O)(=O)c1ccc(C)cc1
→ -15	10
> Cc1occc1-c1nnc(SCC(=O)N2CC(=O)Nc3ccccc32)n1CC(C)C
→ -22	5
> COc1ccc(CNC(=O)CNC(=O)c2c(C)nn(C)c2Cl)cc1
→ 2	6
> O=C(Cc1cccs1)Nc1cccc([N+](=O)[O-])c1
→ -19	9
> CC(=NOC(=O)C1CCCCC1)c1nccs1
→ 13	-1
> COc1ccccc1CCN1CCCC(CN(C)Cc2ccc(OCCO)cc2)C1 (stereo not drawn)
→ 2	22
> O=C(OCc1ccc([N+](=O)[O-])cc1)c1ccccn1
→ -10	0
> O=C(Cc1ccc(S(=O)(=O)N2CCCC2)s1)N1CCN(c2ccccc2)CC1
→ -5	-5
> CCN1CCN(CCOc2ccccc2OCc2ccccc2)CC1
→ -1	15
> CC(C)(C)c1ccc(/C=N/NC(=O)c2ccccn2)cc1
→ 11	-5
> Fc1ccc(/C=C\c2nccc3c2[nH]c2ccccc23)cc1
→ 18	48
> COc1ccc(C(=O)NCC(=O)Nc2ccccc2)cc1OC
→ 1	2
> C=CCNC(=O)N1CCCC(C(=O)c2cccc(OC(C)C)c2)C1 (stereo not drawn)
→ 1	-8
> CSCCC(NC(=O)c1ccco1)C(=O)OCC(=O)Nc1ncc(Cl)c(C)c1Cl (stereo not drawn)
→ -14	8
> COc1ccc([C@H]2CC(=O)C=C(c3cccc(NC(C)=O)c3)C2)cc1
→ 6	-6
> O=C(CN1C(=O)NC2(CCCC2)C1=O)NCc1ccc(F)cc1
→ -12	4
> Cc1cccc2nc(-c3ccco3)c(Nc3ccc4c(c3)OCO4)n12
→ 3	-9
> Cc1ccc2nc(SCC(=O)N3CCC(Cc4ccccc4)CC3)nc(=O)n2c1
→ 4	4
> Cc1ccc(OCC(=O)NNC(=O)C(=O)NC(C)(C)C)cc1
→ 22	-7
> COc1cccc(C(=O)NCCCc2ccccc2)c1OC
→ -18	0

Screening results deposited in PubChem by Sanford-Burnham Center for Chemical Genomics.
